Screening data from PubChem BioAssay.
Cneo AK release – causes C. neoformans cell lysis; adenylate kinase release luminescence, 4 h; normalised: neutral wells 0, clomiphene wells 100; lysis activity, % at 15 µM; actives 0.2% (n = 360,000); AID 651654;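 active = mean lysis activity across replicates of at least 80%, whatever share of replicates individually reach that level; inactive = mean lysis activity below 80%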
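Assay system: C. neoformans cells. Amount: yeast cell density of 5 × 10^6 cells/mL. Technique: AK luminescence. Buffer or medium: YPD. Times: static 4 h at 37 °C with compound, 1 h detection. Dosing: single-point compound dose. Read-out: lysis from increased AK signal.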
ARNT TACC3 PPI – ARNT/TACC3 interaction disruption. AlphaScreen His-ARNT PAS-B/GST-TACC3 binding, luminescence; TACC3 fragment carries E629A point mutation. inhibition, % at 9.99 µM. actives 0.66% (n = 390,000). AID 623870;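 active = mean inhibition of replicates at least 50% and at least half of replicates each reaching 50%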;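 also: 0% = complete ARNT plus TACC3 wells and 100% = ARNT alone without TACC3; many hits fall short of the cut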
PglD DTNB – PglD (C. jejuni) enzyme inhibition; purified PglD enzyme, DTNB colorimetric CoA detection; inhibition, % at 12.5 µM; actives 0.098% (n = 360,000); in the data active = inhibition above about 16%, passing the limit was not always enough; also: strong numbers were not always called active
Statin myotox sup – protects C2C12 myotubes from simvastatin toxicity; actives 0.78% (n = 330,000); rescue of ATP level, % at 7.49 µM; ATP luminescence, 48 h; scaled: DMSO 0, geranylgeraniol control 100;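 active = mean ATP rescue above about 67%, or every replicate alone reaching that limit, limit read from the data, passing the limit was not always enough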;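 also: myotubes were challenged with 10 µM simvastatin during compound exposure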
GSIS activator – GLuc luminescence reporter in INS-1E cells, primary screen for activators of glucose-dependent secretion of insulin; INS-1E GLuc reporter insulin secretion, 2-3 h; actives 0.61% (n = 370,000); activation, % at 16.6 µM; AID 743287;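 active = lowest replicate activation of at least 40%, so every replicate reaches that level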;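 also: 0% = median of neutral control wells and 100% = median of IBMX positive control wells; some compounds called inactive have numbers as strong as hits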
LGR2 antag – inhibitors of bursicon-induced Drosophila LGR2 receptor cAMP signaling | actives 0.35% (n = 380,000) | HEK293 LGR2, CRE-luciferase, bursicon-stimulated, 4 h | inhibition, % at 9.99 µM;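 active = drop in luminescence signal, shown as inhibition above about 50% in the replicate tests, limit read from the data, passing the limit was not always enough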;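 also: agonist challenge used bursicon conditioned medium at about half maximal strength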
PAX8 inh HTS – PAX8 transcriptional activity inhibition; RMG-I TPO-luciferase reporter, SteadyGlo, 24 h; AID 652154; inhibition, % at 12.6 µM; actives 1.2% (n = 360,000);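 active = mean replicate inhibition at least 60% with every replicate also reaching 60%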;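 also: luciferase light reporting Pax8 driven TPO promoter activity; plate controls were median of neutral control wells for no effect and mitoxantrone controls for full effect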
PGC1a acetyl inh – lowers PGC1a acetylation signal in U2OS cells; AlphaScreen anti-acetyl-lysine; with virally co-expressed GCN5 acetyltransferase; inhibition, % at 15.6 µM; actives 0.17% (n = 350,000); AID 651687;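 active = every replicate shows inhibition of at least 40%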;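 also: 0% = neutral control wells and 100% = positive control wells; some results beyond the cut were filed as inactive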
* hit, by the source's call; . = not tested or not shown; & = joins results of further samples. Hits appear at their usual frequency, and some 2.9% of all compounds hit somewhere here.

SMILES | Cneo AK release | ARNT TACC3 PPI | PglD DTNB | Statin myotox sup | GSIS activator | LGR2 antag | PAX8 inh HTS | PGC1a acetyl inh
CC(=O)Nc1cccc(NC(=O)CSc2nc(=O)n(Cc3ccncc3)c3c2CCC3)c1 | 0 | . | 6 | -3 | 8 | 1 | 6 | 2
COc1ccc(NC(=O)CN(c2ccc(C(C)C)cc2)S(=O)(=O)c2c(C)noc2C)cc1OC | 5 | -6 | 4 | 5 | 3 | 13 | -4 | -6
CC(C)NC(=O)NC(=O)COC(=O)c1ccc([N+](=O)[O-])cc1Cl | . | -2 | . | . | 9 | 4 | -5 | -2
C[C@@H]1CN([C@H](C)CO)C(=O)c2cc(NC(=O)Cn3cnnn3)ccc2O[C@@H]1CN(C)S(=O)(=O)c1cccs1 | 2 | -4 | -3 | -11 | 7 | -14 | . | -2
CCCCCCn1c(=O)n2n(c1=O)C[C@]1(OC(=O)NC3CCCC3)CN(S(=O)(=O)c3ccc(C)cc3)C[C@]1(O)C2 | -5 | . | 3 | 5 | -40 | 10 | 6 | -10
Cc1cc(Cl)ccc1OCC(=O)Nc1nc(-c2cccnc2)cs1 | . | -13 | . | . | 8 | -8 | 6 | 7
CC=Cc1ccc2n(c1=O)C[C@@H]1[C@@H](CO)[C@H](C(=O)NCc3ccccc3)[C@H]2N1CC (mixture of isomers) | -1 | 4 | 1 | -8 | 1 | 10 | 5 | 0
CCC(=O)NC(Nc1cc(C)ccn1)(C(F)(F)F)C(F)(F)F | -2 | 0 | 4 | 3 | 21 | -13 | . | 3
COc1ccc(NC(=O)N(C)C[C@@H]2Oc3ccc(N(C)C)cc3CC(=O)N([C@H](C)CO)C[C@H]2C)cc1 | -7 | -17 | -4 | 9 | 21 | -20 | -9 | 6
COCCNC(=O)c1sc2nc(-c3ccccc3)cn2c1C | -9 | -4 | . | 16 | . | . | -62 | -3
c1ccc(-c2n[nH]c(-c3ccccn3)n2)cc1 | -3 | 57* | . | -15 | . | . | . | 10
COC(=O)CSCc1nc2ccccc2[nH]c1=O | -3 | . | 0 | 9 | 8 | 23 | -4 | -2
CC(=O)N1CCN(c2ccccc2NC(=O)Cc2ccc(Cl)cc2)CC1 | 1 | -9 | 2 | 4 | . | 28 | 12 | 3
N#CC1=C(N)S[C@H](C(=O)C23CC4CC(CC(C4)C2)C3)[C@H]1c1ccncc1 | 1 | 12 | 1 | 13 | . | . | . | 9
Cc1cccc(NC(=S)N/N=C(\c2ccccc2)C(C)C)c1 | . | 42 | . | . | -34 | 12 | 1 | -8
COc1cc(OC)cc(C(=O)N2CCN(C(=O)Cc3ccccc3)CC2)c1 | -3 | 3 | 5 | 4 | -1 | 12 | -11 | -7
COCCN(CC(=O)NCC1CCCO1)C(=O)CCC(=O)Nc1cc(C)ccn1 (stereo not drawn) | 2 | -1 | -4 | 25 | . | . | . | 8
COc1ccc(-n2c(C)nc(=O)c(-c3ccccc3)c2C)cc1 | -1 | -4 | -7 | 1 | . | . | 4 | 1
COc1ccc(CCN(C)C(=S)Nc2ccc(SC(F)F)cc2)cc1OC | . | 1 | . | -11 | 4 | 8 | -13 | .
Cc1ccc(S(=O)(=O)N[C@H]2CC[C@H](CC(=O)NCc3ccc(Cl)c(Cl)c3)O[C@@H]2CO)cc1 | 5 | -12 | -1 | 5 | 5 | 8 | 2 | -5
C[C@H](CO)N1C[C@H](C)[C@@H](CN(C)C(=O)Nc2ccccc2)Oc2c(NC(=O)C3CCCCC3)cccc2C1=O | -2&2 | -8&1 | 7&4 | -10&12 | 7&3 | -2&-7 | 2&13 | 22&5
COc1ccc(NC(=O)N(C)C[C@@H]2Oc3ccc(NC(=O)c4ccncc4)cc3CC(=O)N([C@H](C)CO)C[C@@H]2C)cc1 | -11 | -2 | 7 | 6 | 6 | -26 | -2 | 38
CC(C)NC(=O)Nc1ccc2c(c1)CC(=O)N([C@@H](C)CO)C[C@@H](C)[C@@H](CN(C)S(=O)(=O)c1ccccc1)O2 | 63 | 11 | 3 | -17 | 0 | -9 | -19 | -5
Cn1ncnc1SCc1cn2cccnc2n1 | . | -31 | . | -7 | 4 | -6 | 10 | -9
CC(=O)c1cccc(-c2ccnc3c2CC(C(=O)Nc2ccccc2)O3)c1 (stereo not drawn) | 1 | . | 0 | 5 | -10 | -13 | 2 | .

(listing goes on)
SMILES | Cneo AK release | ARNT TACC3 PPI | PglD DTNB | Statin myotox sup | GSIS activator | LGR2 antag | PAX8 inh HTS | PGC1a acetyl inh
CCOC(=O)C1=C(C)N(c2ccc(C)c(C)c2)C(=O)/C1=C\c1ccco1 | 0 | -1 | 4 | -3 | -15 | . | . | -9
COc1ccc2c(c1)c(C(=O)O)c(C)n2-c1ccc(Cl)cc1 | 0 | -15 | 9 | 10 | -18 | 4 | 3 | .
CC(=O)c1c(C)[nH]c(C(=O)Nc2cc(C)ccc2C)c1C | -1 | . | 5 | 4 | 4 | -1 | 8 | -2
Nc1c(Cl)nc(-c2ccccc2)nc1Cl | . | -10 | . | . | 26 | -16 | 22 | .
CC(=O)N1CCN(C(=O)c2cc(C)oc2C)CC1 | -3 | -2 | 1 | 8 | 3 | -7 | -1 | 2
O=S(=O)(c1ccccc1F)N1CCCCN2[C@@H](CO)[C@@H](c3ccc(-c4ccncc4)cc3)[C@@H]2C1 | -3 | -2 | -2 | . | -20 | 7 | -13 | -2
CCOC(=O)c1cc(S(=O)(=O)Nc2ccc(F)cc2F)cn1C | 0 | -1 | 3 | 3 | -9 | 6 | -9 | 8
CCOc1ccc(C2=CSC3=NCCN23)cc1[N+](=O)[O-] | -2 | 2 | 2 | 13 | 15 | -11 | 19 | 4
CC(OC(=O)C1=Cc2ccccc2OC1)C(=O)NCC1CCCO1 (stereo not drawn) | 0 | 5 | -4 | -1 | 11 | -5 | -6 | -11
C=CCn1c(CNC(=O)c2ccco2)nnc1SCC(=O)N1c2ccccc2Sc2ccccc21 | -1 | 14 | 4 | -4 | . | . | . | 0
CCNc1nc(NC(C)C)nc(N(C#N)C(C)C(=O)N(CC)CC)n1 (stereo not drawn) | -1 | . | -4 | 2 | 9 | -1 | 14 | 7
O=C(NCCc1ccc(F)cc1)N1CCOCC1 | 3 | -5 | -3 | -2 | . | . | -52 | 10
COc1ccc(Nc2nnc(SCC(=O)/C=C3/N(C)c4ccccc4C3(C)C)s2)cc1 | -2 | -3 | -11 | . | -33 | 4 | 17 | .
CCOc1ccc(OCc2ccc(C(=O)NN=Cc3ccc[nH]3)cc2)cc1 | 1 | 2 | -1 | -159 | -2 | 8 | 34 | 47*
O=C(O)CCc1nnc(SCC(=O)Nc2ccc(Br)cc2)[nH]c1=O | . | . | . | . | -7 | 11 | 9 | -13
O=C(CC(F)(F)F)N1C[C@H]2[C@@H](c3ccccc31)[C@H](CO)N2C(=O)C1CCCCC1 | -4 | -3 | -2 | -9 | 0 | 5 | 15 | -12
Cc1noc(C)c1NC(=O)Nc1ccc2c(c1)C(=O)N([C@@H](C)CO)C[C@H](C)[C@H](CN(C)Cc1ccc(Cl)c(Cl)c1)O2 | 2 | 0 | 2 | 14 | -15 | 0 | -10 | -6
COc1ccc2nc(N(CCN(C)C)C(=O)c3ccc4ccccc4c3)sc2c1 | 2 | 10 | 1 | 0 | -12 | -3 | -7 | 1
Cc1cc(C)nc(SCC(=O)c2cc3ccccc3oc2=O)n1 | 0 | -3 | 4 | 5 | . | . | . | -6
CCC(=O)Nc1ccc2c(c1)nc1n2CCN(CCOC)C1 | 13 | -4 | -1 | 2 | 4 | -2 | 25 | 2
Cc1cc(N2CCN(C)CC2)nc2ccc(NC(=S)NCc3cccs3)cc12 | 1 | 11 | -3 | . | -6 | -12 | -2 | -3
COc1cccc2cc(-c3nc(-c4cccs4)cs3)c(=O)oc12 | 0 | 2 | -4 | . | . | . | -186 | 4
O=C(CN1CCN(Cc2ccc(Cl)cc2)CC1)N/N=C/c1c[nH]c2ccccc12 | . | 12 | . | . | -6 | 10 | 10 | .
CC(C)CN(C(=O)COC(=O)c1cccs1)c1c(N)n(Cc2ccccc2)c(=O)[nH]c1=O | 1 | . | 5 | 8 | -26 | -8 | -13 | 11
COc1ccc(C(=O)NCC2(c3ccc(OC)c(OC)c3)CCCC2)c(OC)c1 | -1 | 3 | -8 | -14 | . | . | -4 | -18
Cc1ccc(S(=O)(=O)c2nc(NCCN(C)C)sc2Cl)cc1 | 1 | 4 | 3 | -8 | 15 | 14 | -7 | .

Filtered by structure, the entries above with an aryl thioether with sulfur outside any ring (7)
SMILES | Cneo AK release | ARNT TACC3 PPI | PglD DTNB | Statin myotox sup | GSIS activator | LGR2 antag | PAX8 inh HTS | PGC1a acetyl inh
CC(=O)Nc1cccc(NC(=O)CSc2nc(=O)n(Cc3ccncc3)c3c2CCC3)c1 | 0 | . | 6 | -3 | 8 | 1 | 6 | 2
COc1ccc(CCN(C)C(=S)Nc2ccc(SC(F)F)cc2)cc1OC | . | 1 | . | -11 | 4 | 8 | -13 | .
Cn1ncnc1SCc1cn2cccnc2n1 | . | -31 | . | -7 | 4 | -6 | 10 | -9
C=CCn1c(CNC(=O)c2ccco2)nnc1SCC(=O)N1c2ccccc2Sc2ccccc21 | -1 | 14 | 4 | -4 | . | . | . | 0
COc1ccc(Nc2nnc(SCC(=O)/C=C3/N(C)c4ccccc4C3(C)C)s2)cc1 | -2 | -3 | -11 | . | -33 | 4 | 17 | .
O=C(O)CCc1nnc(SCC(=O)Nc2ccc(Br)cc2)[nH]c1=O | . | . | . | . | -7 | 11 | 9 | -13
Cc1cc(C)nc(SCC(=O)c2cc3ccccc3oc2=O)n1 | 0 | -3 | 4 | 5 | . | . | . | -6

Random excerpt: 2 records from the list, in no set order.
SMILES | Cneo AK release | ARNT TACC3 PPI | PglD DTNB | Statin myotox sup | GSIS activator | LGR2 antag | PAX8 inh HTS | PGC1a acetyl inh
CCC(=O)Nc1ccc2c(c1)nc1n2CCN(CCOC)C1 | 13 | -4 | -1 | 2 | 4 | -2 | 25 | 2
CCOC(=O)c1cc(S(=O)(=O)Nc2ccc(F)cc2F)cn1C | 0 | -1 | 3 | 3 | -9 | 6 | -9 | 8
